Assay outcomes: PubChem, several laboratories
LMPTP inh = LMPTP phosphatase inhibitors, primary screen, biochemical, fluorescence intensity, uHTS | Low molecular weight phosphotyrosine protein phosphatase (Homo sapiens), P24666 | recombinant LMPTP-A, OMFP fluorogenic substrate | inhibition, % at 20 µM | 0.22% of 360,000 active | AID 651560, 2012;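 active means compounds that cut the enzyme signal by at least half of the control window in the single-dose screen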;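 further: plate controls were DMSO wells with enzyme plus substrate for no effect and substrate without enzyme for full effect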
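Test system: LMPTP-A phosphatase enzyme. Amount: LMPTP-A at 0.625 nM final in the reaction. Reagent: OMFP substrate, 400 µM final. Times: 50 min at room temperature. Signal: endpoint fluorescence intensity from OMFP dephosphorylation. Read-out basis: % inhibition. Benchmarks: no-enzyme and uninhibited controls.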
MsrA inhibitor = bovine MsrA enzyme inhibitors, primary screen, biochemical, absorbance, HTS. inhibition, % at 15.5 µM. 0.75% of 360,000 active. purified bovine MsrA, absorbance read-out; in the data active means inhibition above about 4.5%;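 further: 0% = vehicle wells with enzyme and 100% = reference inhibitor wells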
bovine MsrA act = bovine MsrA enzyme activators, primary screen, biochemical, absorbance, HTS. 0.3% of 360,000 active. Methionine sulfoxide reductase A (Bos taurus). purified bovine MsrA, absorbance read-out. activation, % at 10.6 µM; in the data active means activation above about 7.5%;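 further: 0% = vehicle and 100% = reference activator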
DNMT1 block = human DNMT1 methyltransferase inhibitors, primary screen, biochemical, molecular beacon, fluorescence, HinP1I cleavage, uHTS. DNA (cytosine-5)-methyltransferase 1 (Homo sapiens), P26358. inhibition (reported as % activation of signal), % at 10 µM. 0.83% of 360,000 active. AID 588458, 2011; in the data active means inhibition above about 50%
Target sequence (P26358 504-1616 limits assumed): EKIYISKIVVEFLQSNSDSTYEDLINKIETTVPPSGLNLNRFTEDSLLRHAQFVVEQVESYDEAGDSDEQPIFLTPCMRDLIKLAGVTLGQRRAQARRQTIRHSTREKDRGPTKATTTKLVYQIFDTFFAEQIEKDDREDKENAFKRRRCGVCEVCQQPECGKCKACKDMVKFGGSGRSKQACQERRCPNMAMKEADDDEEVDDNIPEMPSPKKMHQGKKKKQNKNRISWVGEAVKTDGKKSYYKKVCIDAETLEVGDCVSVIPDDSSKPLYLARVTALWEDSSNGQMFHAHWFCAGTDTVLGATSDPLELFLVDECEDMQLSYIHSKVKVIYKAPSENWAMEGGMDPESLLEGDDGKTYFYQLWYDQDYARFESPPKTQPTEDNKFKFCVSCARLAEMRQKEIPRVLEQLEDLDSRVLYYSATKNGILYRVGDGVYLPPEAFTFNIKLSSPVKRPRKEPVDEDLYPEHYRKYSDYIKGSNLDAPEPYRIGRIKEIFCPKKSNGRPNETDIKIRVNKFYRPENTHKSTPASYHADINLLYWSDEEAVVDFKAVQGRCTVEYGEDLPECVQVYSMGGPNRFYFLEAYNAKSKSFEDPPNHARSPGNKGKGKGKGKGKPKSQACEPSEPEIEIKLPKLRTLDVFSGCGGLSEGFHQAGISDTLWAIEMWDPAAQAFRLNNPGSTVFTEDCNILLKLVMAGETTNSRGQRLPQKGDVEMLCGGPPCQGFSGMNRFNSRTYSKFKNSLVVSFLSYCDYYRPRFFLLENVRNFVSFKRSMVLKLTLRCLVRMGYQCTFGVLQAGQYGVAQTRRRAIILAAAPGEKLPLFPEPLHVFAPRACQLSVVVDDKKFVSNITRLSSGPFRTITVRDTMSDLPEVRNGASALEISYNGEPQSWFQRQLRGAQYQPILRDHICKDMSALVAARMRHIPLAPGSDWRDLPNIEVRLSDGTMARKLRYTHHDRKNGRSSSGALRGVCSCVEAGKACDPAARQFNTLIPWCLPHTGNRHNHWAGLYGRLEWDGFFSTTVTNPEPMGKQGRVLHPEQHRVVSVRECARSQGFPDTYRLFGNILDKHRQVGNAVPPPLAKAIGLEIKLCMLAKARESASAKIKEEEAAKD
Tb MetRS inh = T. brucei MetRS inhibitors, primary screen, biochemical, luminescence. purified T. brucei MetRS, ATP depletion, Kinase-Glo luminescence. inhibition, % at 11.9 µM. 0.4% of 360,000 active;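 active means inhibition above a per-plate cutoff of the control wells' mean inhibition plus 3 SD, cut at about 5.5% in these data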;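 further: 0% = DMSO wells median and 100% = median of wells with control inhibitor compound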
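System: purified T. brucei MetRS enzyme / Detection: Kinase-Glo luciferase luminescence reporting remaining unconsumed ATP / Medium: HEPES buffer with MgCl2, KCl, DTT, spermine, BSA, pyrophosphatase / Replication: singlicate, one well per compound / Evaluation: percent inhibition relative to median high and low control wells / Schedule: 2 h aminoacylation at 25 °C after 15 min preincubation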
E coli Lon inh = inhibitors of E. coli Lon protease, primary screen, biochemical, fluorescence polarization; P0A9M0; purified E. coli Lon protease; 0.42% of 360,000 active; inhibition, % at 7.94 µM; AID 602123, 2011; in the data active means inhibition above about 13%, passing the limit was not always enough;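 further: 0% = enzyme with probe and DMSO and 100% = no enzyme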
STEP block = STEP phosphatase inhibitors, primary screen, biochemical, fluorescence intensity, uHTS; 0.25% of 360,000 active; recombinant STEP, OMFP fluorogenic substrate; inhibition, % at 20 µM; Tyrosine-protein phosphatase non-receptor type 5 (Homo sapiens), P54829;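 active means inhibition at 20 µM, scaled per plate between control wells, above about 37%, limit read from the data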;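 further: 0% = DMSO with enzyme and substrate and 100% = substrate only without enzyme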
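medium = Bis-Tris buffer pH 6.0, 2.5 mM DTT, 0.005% Tween 20 | test system = STEP (striatal-enriched tyrosine phosphatase) enzyme, cell-free | measure = normalized % inhibition | compound dosing = 20 µM, 1% DMSO | also added = 25 µM OMFP | schedule = reaction 20 min, ambient temperature | measured by = fluorescence read at 480 nm ex / 540 nm em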
NRP1-CendR mod = modulators of CendR peptide binding to NRP-1, primary screen, biochemical, fluorescence polarization, uHTS; Neuropilin-1 (Homo sapiens), O14786; FAM-RPARPAR peptide binding to NRP-1; inhibition, % at 25 µM; 0.85% of 360,000 active;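 active means inhibition or corrected inhibition above about 18%, plus a signal ratio from 0.5 to 1.5, limit read from the data, passing the limit was not always enough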; further: strong numbers were not always called active
SUMO1-SIM PPI = modulators of SUMO1 protein-protein interactions, primary screen, biochemical, uHTS; 0.33% of 360,000 active; Small ubiquitin-related modifier 1 (Homo sapiens), P63165; AID 602429, 2012; inhibition, % at 20 µM; SUMO1 binding to a labelled peptide, TR-FRET, 1 h; in the data active means inhibition above about 37%
Scp-1 inhibitor = Scp-1 phosphatase inhibitors, primary screen, biochemical, colorimetric, uHTS; Carboxy-terminal domain RNA polymerase II polypeptide A small phosphatase 1 (Homo …; Recombinant Scp1, phosphopeptide, malachite green phosphate absorbance; 0.88% of 340,000 active; inhibition, % at 20 µM;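 active means inhibition above about 50% at 20 µM, limit read from the data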;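 further: plate controls were DMSO wells with enzyme for no effect and wells lacking enzyme for full effect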
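System: truncated SCP-1 phosphatase (76-261aa); medium: Tris acetate buffer pH 5.5 with MgCl2 and Tween-20; incubation: 45 min room-temperature reaction, 5 min colour, 30 min stabiliser; compound: single 20 µM dose, 1% DMSO; reagent: Phosphorylated 17-residue peptide substrate; read-out: % inhibition at 20 µM; technique: colorimetric free-phosphate detection, absorbance 630 nm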
Starred values were filed as active, the others as inactive; nt = not tested or not shown. Rows were taken by chance, and some 4.3% of all compounds hit somewhere here.

Compound	LMPTP inh	MsrA inhibitor	bovine MsrA act	DNMT1 block	Tb MetRS inh	E coli Lon inh	STEP block	NRP1-CendR mod	SUMO1-SIM PPI	Scp-1 inhibitor
COc1cc(C(=O)OCC(=O)NC23CC4CC(CC(C4)C2)C3)cc(OC)c1OC	-0.1	-0.5	-1	0	-0.2	-10	-1	0	6	-7
Cc1ccc(-c2cnc(C3CC3)o2)cc1S(=O)(=O)Nc1ccccc1	4.7	nt	-6	-1	-0.9	2	6	2	2	-2
CCCCSc1nc(C)cc(SCC(=O)N/N=C/c2ccccc2)n1	4.9	0.8	-1	-2	0.2	2	0	21	3	-5
COc1ccc(OC)c(CNc2ccc3c(c2)CCC3)c1	-0.1	-0.2	0	-4	-0.3	-13	0	-11	0	-10
CCCCn1c(N)c(N(CCC(C)C)C(=O)COC(=O)c2ccc(CC)cc2)c(=O)[nH]c1=O	-2.3	-1.2	-10	7	-0.4	2	-1	1	3	4
CCOC(=O)C1CCN(S(=O)(=O)CCNC(=O)c2ccccc2)CC1	-1.2	0.7	-2	1	-0.2	6	-4	1	1	-3
Cc1nc(NC(=O)CSc2cc(C)c3ccccc3n2)c(Cl)cc1Cl	0.7	-0.3	-7	-2	-0.6	-2	1	-14	-47	-3
O=C(O)CSCc1nc2cccnc2n1C1CCCCC1	-1.6	0.2	-12	1	-0.8	4	1	2	3	12
C=CCNC(=O)c1ccccc1NS(=O)(=O)c1ccc(OC)c(C(=O)N2CCOCC2)c1	-1.4	0.3	-2	0	-0.6	-3	0	0	1	-3
COC(=O)CCNc1ccc2c(c1)OCCO2	2.5	0.7	-5	-2	-0.5	-3	-1	-4	-2	-10
Cc1nc2nc(-c3cccs3)[nH]c2cc1Br	1.0	7.0*	1	1	-1.0	-11	0	-13	-14	-7
CCC(Oc1ccccc1)C(=O)Nc1ccc(S(=O)(=O)Nc2cc(C)on2)cc1 (centres undefined)	-1.8	-1.0	-7	1	-0.6	-5	-1	1	-1	-5
OC(CCN1CCC2CCC(C2)C1)c1ccc(Br)cc1 (centres undefined)	-1.9	1.2	-8	3	-0.1	0	0	9	1	8
CC(C)N(CC#CCC(O)(c1ccccc1)C1CCCC1)CCO (centres undefined)	-0.6	0.0	-3	9	1.2	-5	0	-8	1	-4
CCOC(=O)N(C)c1c(CC)nc2c(OCc3cc(Cl)cc(Cl)c3)cccn12	2.3	1.1	-1	-5	0.4	-7	6	-6	9	nt
O=C(NCC(c1ccco1)N1CCN(c2ccccc2F)CC1)c1ccc2c(c1)OCO2 (centres undefined)	-0.2	-1.2	4	-2	-0.1	-5	-1	-19	5	-4
O=S(=O)(c1ccc(Br)s1)N1CCN(Cc2ccc3c(c2)OCO3)CC1	0.8	-1.4	2	-32	0.0	3	0	13	-4	-13
Cn1ccsc1=NC(=O)c1ccc(Cl)cc1	-0.8	3.6	-5	3	-1.1	4	-2	-8	4	-9
COC(=O)[C@@]1(Cc2ccc(F)cc2)[C@H]2c3cc(C(=O)N4CCCC4)n(CCCNc4ncc(C(F)(F)F)cc4Cl)c3C[C@H]2CN1C(=O)c1ccccc1	5.4	nt	0	-17	-0.3	-2	0	-5	2	-2
Cc1nnc(C)n1/N=C/c1cc(Br)cc(Br)c1O	-1.2	0.2	-5	0	-0.7	-11	1	-3	0	-6
COc1cc(COC(=O)c2cnc(C)cn2)c(OC)cc1Br	1.3	-0.5	-12	-4	-1.3	4	-2	-15	5	-5
NNC(=O)c1ccc(Cn2cc(Br)c(N)n2)cc1	-0.1	-0.3	-3	3	-0.2	2	0	-3	-5	7
O=C(CC12CC3CC(CC(Br)(C3)C1)C2)Nc1cccc(S(=O)(=O)NC2=NCCC2)c1	-0.2	-0.3	-1	0	-0.1	16*	-1	11	1	-7
O=C(COc1ccc(Br)cc1Br)NC1CCCC1	0.9	0.6	-10	7	1.6	-9	-2	4	4	5
COc1ccc(NC(=O)COC(=O)c2ccc(-n3cnnn3)cc2)c([N+](=O)[O-])c1	5.7	0.7	-1	-3	-0.4	-2	0	-3	-17	-1

Additional records.
Compound	LMPTP inh	MsrA inhibitor	bovine MsrA act	DNMT1 block	Tb MetRS inh	E coli Lon inh	STEP block	NRP1-CendR mod	SUMO1-SIM PPI	Scp-1 inhibitor
COC(=O)CCCCCCCCC(O)CN1CCCCC1 (centres undefined)	-1.3	1.1	-1	2	-0.3	6	-2	-14	-1	-12
COc1ccc(S(=O)(=O)N2CCN(C)CC2)cc1C(=O)Nc1ccccc1	-2.2	-0.1	-3	1	-1.1	-2	2	4	11	-5
O=C(Nc1cccc(S(=O)(=O)C(F)F)c1)c1ccc(S(=O)(=O)N2CCCC2)cc1	0.3	1.5	0	-3	1.2	9	0	4	0	1
Cc1ccc(C2=NOC(=O)/C2=C\c2ccc(C)o2)cc1	2.8	-0.6	-4	17	-0.3	-26	3	-15	4	-7
CCOC(=O)C1C(=O)C=C(C)C(C(=O)OCC)C1c1ccc(OC)cc1 (centres undefined)	0.3	-0.3	-2	2	-0.3	-2	-1	8	-1	-11
COC(=O)c1oc2ccc(OC)cc2c1N	-0.5	3.2	-1	0	-0.7	-4	-1	-4	-12	-8
CCCc1nnc(NC(=O)CCC(=O)N2CCN(C3CCCC3)CC2)s1	-1.4	0.3	0	4	0.1	0	-1	22	-6	-3
COc1ccc(OC)c2sc(NC(=O)C(C)C)nc12	-1.4	-0.6	-2	1	0.2	-10	3	-3	-3	-16
Cc1cc(C)c2c(N)c(C(=O)Nc3ccccc3F)sc2n1	-0.2	2.5	-3	-3	-0.6	1	-3	6	-13	-5
CCOC(=O)c1[nH]c2ccc(OCC)cc2c1CCCN1C(=O)c2ccccc2C1=O	0.8	-0.3	-1	-4	-0.5	-4	0	18	-2	-10
CN1CCN(C(=O)CNC(=O)c2cccs2)CC1	-1.9	-1.0	-1	-1	-0.2	5	-2	-4	4	-18
CCn1nc(C(=O)N2CCN(Cc3nc4ccccc4s3)CC2)c2ccccc2c1=O	0.9	-0.2	-3	1	-0.6	-5	-1	4	4	-7
CC(=O)c1ccc(OCCCC(=O)n2nnc3ccccc32)cc1	-1.1	-1.3	-2	3	-0.1	-3	0	7	-1	-9
CC1Cc2ccccc2N1S(=O)(=O)c1cccc2nsnc12 (centres undefined)	0.5	0.7	-4	-1	-1.3	4	0	0	-22	-5
COc1cc(-c2nnc(-c3cc(OC)c(OC)c(OC)c3)o2)cc(OC)c1OC	3.9	0.8	-1	-4	-1.3	-10	1	-6	13	-2
COc1ccc(OC)c(-c2cn(S(=O)(=O)c3ccccc3)nc2N)c1	0.4	1.0	-4	-7	0.5	3	0	2	-1	-4
NC(=O)C1(N2CCCCC2)CCN(Cc2nc3ccccc3c(=O)[nH]2)CC1	-2.6	-0.4	-2	2	-0.6	-2	0	-2	1	-5
COc1ccc(S(=O)(=O)N2CCCCC2)cc1NC(=O)c1c(F)cccc1Cl	0.3	-0.2	-12	-6	-0.3	11	-1	26*	5	-8
Cc1[nH]c2c(Br)cccc2c1[C@H]1[C@@H](CC#N)C1(C)C	3.0	-0.3	-2	-4	-1.6	2	-1	10	-1	-12
CC(C)c1ccc(NC2CCCN(C(=O)c3ccco3)C2)cc1 (centres undefined)	1.0	-0.7	-3	-1	-0.1	5	-1	8	1	-11
Cc1ccccc1NS(=O)(=O)c1ccc(C(=O)NCC(c2ccco2)N2CCCCC2)cc1 (centres undefined)	-0.6	-0.4	1	-1	0.2	2	-3	-30	2	-3
CC1CCCCC1NC(=O)CNC(=O)c1cccs1 (centres undefined)	-0.3	0.2	-1	0	-0.4	0	-2	10	-2	-4
CCNC(=O)C1(C)CCCN(Cc2ccc(-n3ccnc3)cc2)C1 (centres undefined)	0.8	-0.1	-4	1	-0.3	-3	-2	-8	1	nt
COc1ccccc1NC(=O)c1cc(N)cc(C(=O)Nc2ccccc2OC)c1	0.8	1.9	-3	-2	-0.7	1	2	0	-1	-8
CCCCC[C@@H](/C=C/C1C(=O)C=C[C@H]1C/C=C\CCCC(=O)OC)OC(C)=O (some centres undefined)	3.0	0.8	0	-10	-0.1	1	0	-6	8	-17
